Bioassay records deposited in PubChem by several laboratories.
pCIP destab = compounds decreasing mouse p/CIP protein stability; F442A p/CIP-EGFP cells, EGFP fluorescence, 16 h; decrease of EGFP signal, % at 10 µM; AID 1984; 0.01% of 290,000 active;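 active means EGFP signal decrease of at least 30% at 10 µM or well 3 SD below plate mean, unless failing retest; inactive means the rest, including hits failing retest or dose response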; further: some compounds called inactive have numbers as strong as hits; many of its hits are not listed in these tables
Target sequence (Q05BA5 1-1403): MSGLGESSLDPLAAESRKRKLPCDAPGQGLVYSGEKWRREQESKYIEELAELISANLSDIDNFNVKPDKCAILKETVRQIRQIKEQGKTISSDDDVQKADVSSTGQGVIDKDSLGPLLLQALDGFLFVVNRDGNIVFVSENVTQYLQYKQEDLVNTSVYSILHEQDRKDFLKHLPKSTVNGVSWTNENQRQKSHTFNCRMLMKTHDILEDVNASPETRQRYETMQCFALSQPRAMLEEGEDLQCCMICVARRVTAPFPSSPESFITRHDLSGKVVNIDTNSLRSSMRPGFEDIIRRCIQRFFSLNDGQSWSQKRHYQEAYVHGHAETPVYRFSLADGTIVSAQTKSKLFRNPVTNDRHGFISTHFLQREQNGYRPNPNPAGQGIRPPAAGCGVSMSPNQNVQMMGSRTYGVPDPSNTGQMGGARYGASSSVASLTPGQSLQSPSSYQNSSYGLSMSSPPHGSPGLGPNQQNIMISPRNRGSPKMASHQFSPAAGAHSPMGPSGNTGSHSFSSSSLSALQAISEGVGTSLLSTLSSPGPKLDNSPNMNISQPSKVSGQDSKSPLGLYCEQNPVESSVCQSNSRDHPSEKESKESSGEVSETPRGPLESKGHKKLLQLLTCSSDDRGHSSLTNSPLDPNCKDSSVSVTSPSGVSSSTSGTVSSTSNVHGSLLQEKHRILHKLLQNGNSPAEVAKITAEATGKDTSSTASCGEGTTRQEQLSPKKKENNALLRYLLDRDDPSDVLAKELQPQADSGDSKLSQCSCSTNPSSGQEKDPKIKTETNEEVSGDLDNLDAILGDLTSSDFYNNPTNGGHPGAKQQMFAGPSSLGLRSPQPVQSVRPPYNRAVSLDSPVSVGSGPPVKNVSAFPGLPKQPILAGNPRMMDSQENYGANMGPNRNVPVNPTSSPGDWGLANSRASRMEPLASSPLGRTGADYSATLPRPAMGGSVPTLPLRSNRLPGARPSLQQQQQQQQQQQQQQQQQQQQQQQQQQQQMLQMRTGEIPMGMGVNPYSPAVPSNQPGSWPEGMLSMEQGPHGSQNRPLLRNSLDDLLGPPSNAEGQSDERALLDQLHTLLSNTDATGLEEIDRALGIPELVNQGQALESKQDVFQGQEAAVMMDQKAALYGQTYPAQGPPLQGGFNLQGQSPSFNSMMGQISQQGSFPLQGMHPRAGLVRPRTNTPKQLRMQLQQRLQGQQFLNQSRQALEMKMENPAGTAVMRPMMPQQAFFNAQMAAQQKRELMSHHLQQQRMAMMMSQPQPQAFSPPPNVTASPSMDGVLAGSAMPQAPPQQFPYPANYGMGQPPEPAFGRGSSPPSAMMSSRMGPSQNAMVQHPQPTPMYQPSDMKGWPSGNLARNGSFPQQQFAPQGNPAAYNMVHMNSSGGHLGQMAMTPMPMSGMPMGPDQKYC
PfM18AAP inh = PfM18AAP enzyme inhibition. recombinant PfM18AAP, H-Glu-NHMec fluorogenic cleavage. inhibition, % at 7.35 µM. 1.2% of 290,000 active. AID 1822;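 active means inhibition above the campaign mean inhibition over all tested compounds plus 3 SD, cut at about 28% in these data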;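 further: 0% = plate median of test compound wells and 100% = 2 mM ZnCl2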
IDE cell activ = activators of human insulin-degrading enzyme in cells; 0.073% of 340,000 active; activation, % at 5.96 µM; P14735; AID 493087; HEK cells, FAbeta-B cleavage, fluorescence polarization; 0% vehicle, 100% cell-free pure enzyme wells;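 active means activation above the mean of all tested compounds plus 3 SD, set per screening campaign, cut at about 17% in these data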
VIM-2 inh = blocks Pseudomonas aeruginosa VIM-2 metallo-beta-lactamase; purified VIM-2, nitrocefin hydrolysis, epi-absorbance fluorescence; inhibition, % at 5.6 µM; 0.89% of 290,000 active; AID 1527;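 active means inhibition above the mean of all tested compounds plus 3 SD, cutoff set per screening run, cut at about 7.5% in these data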;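 further: red hydrolysis product quenches plate fluorescence so inhibitors raise well fluorescence; 0% = enzyme with DMSO and 100% = DMSO without enzyme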
IDE inh = inhibitors of human insulin-degrading enzyme in cells; P14735; HEK cells, FAbetaB cleavage, fluorescence polarization; inhibition, % at 5.59 µM; 0.41% of 320,000 active;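 active means percent inhibition above the average of all tested compounds plus 3 SD, set per screening campaign, cut at about 16% in these data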;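 further: IDE supplied by intact live HEK cells; FP after avidin binding of uncleaved biotin substrate so inhibition keeps polarization high; 0% = DMSO wells and 100% = 60 µM reference IDE inhibitor Ii1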
HCV NS3 hel inh = blocks Hepatitis C virus NS3 helicase unwinding. NS3 helicase DNA unwinding, Cy5 molecular beacon fluorescence. 0.56% of 290,000 active. inhibition, % at 10.9 µM. AID 1800;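 active means inhibition above the mean of all tested compounds plus 3 SD, set per campaign, cut at about 35% in these data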;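 further: 0% = DMSO wells and 100% = thioflavine S control wells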
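Test system: hepatitis C virus NS3 helicase domain fragment enzyme. Also added: annealed dual-labelled DNA beacon duplex, ATP-started. Timing: 60 min unwinding reaction at 25 °C after ATP addition. Technique: Cy5 fluorescence. Measure: % inhibition of unwinding.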
UBC9 SUMO inh = SUMOylation inhibition | 0.36% of 290,000 active | inhibition, % at 35 µM | HTRF SUMOylation assay, SAE1/SAE2 + UBC9, in vitro | P63279 | AID 2006; in the data active means inhibition above about 50%, passing the limit was not always enough; further: strong numbers were not always called active
IMP-1 inhibitor = inhibitors of Pseudomonas aeruginosa IMP-1 metallo-beta-lactamase. inhibition, % at 5.6 µM. purified IMP-1, nitrocefin hydrolysis, epi-absorbance fluorescence. 0.45% of 290,000 active;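 active means inhibition above the mean plus 3 SD of all compounds in the same screening run, cut at about 4.5% in these data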;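 further: 0% = IMP-1 with DMSO and 100% = DMSO wells lacking enzyme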
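System – purified recombinant IMP-1 beta-lactamase · Input – IMP-1 dispensed at 0.2 nM · Timing – 15 min preincubation plus 25 min reaction at 25 °C · Signal – Epi-absorbance fluorescence, 480 nm excitation, 530 nm emission · Measure – percent IMP-1 inhibition derived from blank-referenced optical density · Controls – Enzyme-plus-DMSO low control, enzyme-free DMSO high control · Replication – singlicate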
FID counter = fluorescent intercalator displacement, NS3 helicase counter-screen | inhibition, % at 7.9 µM | DNA fluorescent intercalator displacement, fluorescence | 0.17% of 290,000 active | AID 1845; in the data active means inhibition above about 37%;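 further: 0% = vehicle and 100% = reference compound; higher means more ethidium bromide displaced from hairpin DNA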
* marks the source's active call; other numbers are inactive results; . = no result given.

Compound	UBC9 SUMO inh	FID counter	PfM18AAP inh	IDE inh	IDE cell activ	VIM-2 inh	HCV NS3 hel inh	pCIP destab	IMP-1 inhibitor
CCCCC(=O)Nc1nn(CC(C)C)c2nc3ccccc3cc12	19.7	-7.2	-8.4	0.1	-0.2	-1.1	-5.9	-5.7	-2.7
CN(CC(=O)NCCCc1ccccc1)Cc1ccc(Br)cc1	-1.0	-12.3	2.4	5.0	0.4	-0.9	-20.4	-4.9	-3.9
O=C1/C(=C\c2c(NCCOCCO)nc3ccccn3c2=O)SC(=S)N1Cc1ccco1	18.1	-13.8	12.8	98.5*	-69.4	1.0	9.0	-290.7	-2.7
COc1ccc(CCNC(=O)c2cccnc2)cc1	31.5	-3.8	3.2	0.7	3.5	-0.3	-3.5	-4.0	-1.7
COc1ccc(C(=O)NNC2=NS(=O)(=O)c3ccccc32)cc1OC	10.2	-2.3	2.3	7.8	-0.5	-3.3	-2.2	7.7	-5.2
COc1ccc(S(=O)(=O)N2CCN(Cc3ccccc3)CC2)c(C)c1	-1.2	-22.4	0.0	-1.0	-5.1	-0.7	-17.1	-1.9	-0.5
FC(F)Oc1ccc(NC(=S)NC2CCCCCCC2)cc1	-0.5	-13.9	1.5	3.5	3.2	-2.5	14.5	-3.3	-1.0
CC(=O)Nc1ccc(S(=O)(=O)Nc2nc3ccccc3nc2Nc2ccc(O)c(C(=O)O)c2)cc1	1.1	-8.5	4.2	2.7	4.8	-1.5	-11.2	-9.6	0.0
O=C(Nc1ccccc1)NC1(C(=O)N2CCN(c3ncccn3)CC2)CCCCC1	-11.5	2.1	-5.8	-0.5	3.9	0.1	5.6	-10.2	-2.9
O=C(c1cccs1)N1CCC(C(=O)N2CCN(Cc3ccc4c(c3)OCO4)CC2)CC1	2.0	-20.1	1.2	5.8	4.8	-4.0	3.5	-3.5	-4.0
Cc1c(OC(C)C(=O)NCC2CCC(C(=O)O)CC2)ccc2c3c(c(=O)oc12)CCCC3 (stereo not given)	3.0	-64.6	3.9	2.2	0.6	-1.6	-4.0	9.5	-3.8
COc1ccc2cc(CN(Cc3cccnc3)S(=O)(=O)c3ccccc3)c(=O)[nH]c2c1	15.5	-16.6	0.8	9.0	1.2	0.5	-17.8	-7.4	-1.5
COc1ccc(NS(=O)(=O)c2ccc3c(c2)NC(=O)CO3)cc1	-0.9	-3.2	-1.1	1.0	-0.6	-2.0	-3.8	9.7	-0.1
COC(=O)c1ccc(N/C=C\C(=O)c2ccc3c(c2)OCO3)cc1	15.2	6.3	-4.4	1.4	0.4	-0.3	-3.2	-5.2	-0.3
COc1cc(NC(=O)CSc2ccc3c(c2)OCCO3)cc(OC)c1OC	9.6	-12.7	7.1	1.9	-2.0	-2.1	23.9	-0.5	0.8
O=C1CC(C(=O)Nc2cccc3ccccc23)C2(CCCC2)O1 (stereo not given)	-6.4	-6.5	2.2	1.4	2.0	-3.5	-10.6	-7.8	-2.9
O=C(NCCCCC(NC(=O)c1ccc([N+](=O)[O-])cc1)C(=O)O)c1ccc([N+](=O)[O-])cc1 (stereo not given)	25.5	-2.9	9.8	1.8	-3.7	0.7	-1.5	-5.3	-2.5
O=C(CN1CCN(S(=O)(=O)/C=C/c2ccccc2)CC1)Nc1ccccc1N1CCOCC1	-17.7	-46.2	-1.0	4.6	0.3	0.6	-18.4	-2.0	-1.6
CSc1cccc(N/C(=N/S(=O)(=O)c2ccccc2)NN)c1	-6.8	-18.6	37.6*	.	4.4	-2.7	-2.5	-0.2	-2.9
CC1CCC2(CC1)NC(=O)N(CC(=O)Nc1ccc(N3CCOCC3)cc1)C2=O (stereo not given)	-2.2	-2.2	-1.5	1.7	2.6	-2.0	-18.8	-2.1	-2.8
CCCCOc1ccc(C(=O)NCCc2ccccc2)cc1	1.5	-26.1	-1.1	3.6	0.9	-0.3	7.8	0.4	-0.8
N#C/C(=C\c1c[nH]c2ccccc12)C(N)=O	10.1	-0.8	0.8	-4.6	2.0	1.0	-10.1	0.1	-0.1
Cc1cccnc1CN1CCN(C(=O)CCc2nnc(CCc3ccccc3)o2)CC1	-13.3	-22.0	-5.9	3.0	3.9	-3.7	13.8	-6.7	-3.8
CC1CCN(CCOc2ccccc2-c2ccccc2)CC1	5.3	3.2	2.8	3.5	3.5	-3.0	1.7	6.8	-2.0
C/C(=N/NC(=O)c1ccc(Br)o1)c1cccc(NC(=O)c2ccc(F)cc2)c1	4.9	-28.5	-4.9	4.5	2.3	-0.3	-4.0	-18.1	-1.8
COc1cccc(OC)c1C(=O)NCCSC1CCCCC1	7.6	-10.3	-13.8	9.4	2.3	-2.5	4.3	-1.6	-2.7
Cc1c(Cl)cccc1NC(=O)CC1NCCNC1=O (stereo not given)	-5.0	-5.2	-2.1	-1.9	5.5	-1.0	-0.5	8.2	-2.3
COC(=O)C1=C(C)Nc2ncnn2C1c1ccccn1 (stereo not given)	9.5	-1.0	0.6	0.7	0.0	-2.8	-8.0	-2.8	-1.7
O=[N+]([O-])c1ccc(O)c(/C=N/Nc2nn[nH]n2)c1	-22.9	-5.8	24.4	-1.4	9.7	-5.7	-2.0	2.0	-5.9
CC(C)(C)SCCNC(=O)c1ccc(Cl)c(S(=O)(=O)N2CCOCC2)c1	.	-19.8	4.0	1.2	1.5	-1.4	1.7	.	-4.8
COc1ccc(Cn2nnnc2CN2CCc3ccccc3C2)cc1	6.9	-14.5	-12.9	1.8	-1.1	-0.6	-3.7	-3.9	-1.4
O=C(CCNC(=O)c1ccco1)Nc1cccc(Br)c1	3.2	1.4	-0.8	3.3	-9.5	-2.2	1.9	7.7	-1.0
CCc1nc(N2CCC3(CC2)OCCO3)c2nnn(Cc3ccccc3Cl)c2n1	-11.5	-21.0	-6.2	1.8	4.4	-4.0	-19.1	-1.6	-0.9
COc1cc2c(cc1OC)-c1cc3ccc4c(c3c[n+]1CC2)OCO4	.	2.3	6.0	8.6	2.1	1.0	-1.1	-18.2	1.2
CCS(=O)(=O)N1CCC(C(=O)Nc2cc([N+](=O)[O-])ccc2C)CC1	-5.1	2.6	-2.5	-2.2	8.9	-2.7	-18.9	-0.3	-2.2
COc1ccc(C(=O)Nc2ccc(S(=O)(=O)Nc3nccc(C)n3)cc2)cc1	-3.2	-9.0	0.0	-4.4	3.0	-2.5	-2.6	9.0	-3.7
CCOC(=O)c1cnc(SCc2ccc(C(C)(C)C)cc2)nc1N	-2.3	-2.5	-3.9	0.8	5.1	-3.8	1.2	5.0	-2.6
COc1ccc(NC(=O)c2cc(-c3ccccc3)on2)cc1OC	14.3	-19.6	3.3	2.4	2.6	-0.3	-0.9	-6.5	-0.3
COc1cccc2cccc(/C=N/n3cnnc3)c12	43.0	-4.5	0.1	1.7	-4.6	2.0	6.1	8.1	-2.0
Cc1cccc(C)c1NC(=O)C1(N(C(=O)c2ccccn2)c2ccc(O)cc2)CCCCC1	-4.6	-28.3	0.4	1.0	3.9	-1.2	9.7	5.0	-1.5

Of the compounds above, these have an aryl thioether with sulfur outside any ring.
Compound	UBC9 SUMO inh	FID counter	PfM18AAP inh	IDE inh	IDE cell activ	VIM-2 inh	HCV NS3 hel inh	pCIP destab	IMP-1 inhibitor
COc1cc(NC(=O)CSc2ccc3c(c2)OCCO3)cc(OC)c1OC	9.6	-12.7	7.1	1.9	-2.0	-2.1	23.9	-0.5	0.8
CSc1cccc(N/C(=N/S(=O)(=O)c2ccccc2)NN)c1	-6.8	-18.6	37.6*	.	4.4	-2.7	-2.5	-0.2	-2.9
CCOC(=O)c1cnc(SCc2ccc(C(C)(C)C)cc2)nc1N	-2.3	-2.5	-3.9	0.8	5.1	-3.8	1.2	5.0	-2.6

(more compounds)
Compound	UBC9 SUMO inh	FID counter	PfM18AAP inh	IDE inh	IDE cell activ	VIM-2 inh	HCV NS3 hel inh	pCIP destab	IMP-1 inhibitor
O=C(CSc1ncn[nH]1)Nc1ncc(C(F)(F)F)cc1Cl	-1.4	2.8	83.9*	-2.4	7.0	1.6	6.9	-4.3	-3.2
Oc1ccc(-c2n[nH]c(C(F)(F)F)c2-c2ccccc2)c(O)c1	-3.8	4.0	5.7	2.3	.	-5.3	-18.3	-21.3	-2.9
COc1ccccc1-c1cc(C(=O)N2CCCC2)no1	7.0	-23.9	-0.2	-6.5	7.5	-2.9	9.8	-18.9	-2.7
Cc1cccc(Oc2cc(N)cc([N+](=O)[O-])c2)c1	-9.5	13.6	3.8	-3.9	4.2	-0.7	1.3	-0.7	0.2
COc1cc2c3nnc(-c4ccc(F)cc4)c-3cn(Cc3ccccc3F)c2cc1OC	32.4	5.1	1.0	.	-0.8	-3.4	-34.3	-37.8	-1.8
CC(Oc1ccc(Br)cc1Br)C(=O)Nc1cccnc1 (stereo not given)	-12.3	-25.1	-2.1	.	-4.4	-4.2	-4.7	-4.8	-1.8
COCCn1c(-c2ccccc2Cl)nc2c(c(=O)c3ccccc3n2C)c1=O	18.8	-3.2	0.0	-3.5	2.8	-2.5	6.3	-10.5	-2.3
COc1ccc2c(c1)CC/C(=C/c1ccco1)C2=O	28.0	-8.2	-1.8	19.2*	-4.5	-4.0	10.9	-12.8	-2.6
O=C(CNC(=O)c1ccccn1)N=Nc1c(O)[nH]c2ccccc12	8.5	-6.1	50.6*	-1.7	3.4	-2.6	-1.7	-4.9	-1.5
CC1CN(CC(O)COC(c2ccccc2)c2ccccc2)CC(C)O1 (stereo not given)	21.6	1.4	-10.8	3.6	3.9	-2.7	-0.8	-3.7	-1.6
CN1CC=C2C(C#N)=C(N)C(C#N)(C#N)C(CCc3ccccc3)C2C1 (stereo not given)	27.2	-2.0	10.0	3.5	3.6	-3.5	-1.7	8.1	-1.9
CC(=O)Oc1ccc(/C=N/NS(=O)(=O)c2ccccc2)cc1	24.2	-6.5	14.8	-2.2	1.0	-2.5	-1.9	-15.8	-3.8
CN(C)CCn1cnc2c(c1=N)C(c1ccccc1)c1ccc3ccccc3c1O2 (stereo not given)	8.3	35.3	-5.0	5.4	1.3	3.6	-66.3	4.2	-1.5
O=S(=O)(c1ccc(Cl)cc1)N1CCN(C(=S)NCC2CCCO2)CC1 (stereo not given)	5.9	-27.1	2.5	6.9	5.0	-1.9	1.2	8.2	-1.2
COCCn1c(SCC(=O)NC(=O)NC(C)(C)C)nc2ccccc21	6.3	-21.8	-2.7	1.0	3.5	-0.5	-1.7	-11.7	-5.8
CCn1c(C(C#N)/C(=N\S(=O)(=O)c2cccs2)c2ccccc2)nc2ccccc21 (stereo not given)	-0.9	-27.3	7.8	-1.7	0.3	-1.2	6.4	4.3	-4.3
